From PubChem
MCL1 BIM primary: inhibitors of MCL1 binding to BIM-BH3, primary screen, biochemical, fluorescence polarization; inhibition, % at 10.9 µM; Induced myeloid leukemia cell differentiation protein Mcl-1 (Homo sapiens), Q07820; 320,000 compounds, 0.68% hits; GST-MCL1 / FITC-Bim-BH3 fluorescence polarization;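 active means inhibition above the mean inhibition of all tested compounds plus 3 SD, set per campaign, cut at about 40% in these data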;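 further: 0% = DMSO wells and 100% = unlabeled Bim-BH3 peptide control; higher means more loss of mP so more displacement of Bim peptide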
PME-1 primary: PME-1 inhibitors via competitive probe labeling, primary screen, biochemical, fluorescence polarization, FP-Rh probe, HTS; Protein phosphatase methylesterase 1 (Homo sapiens), Q9Y570; recombinant PME-1; inhibition, % at 5.9 µM; 320,000 compounds, 0.53% hits;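 active means inhibition above the campaign mean of all compounds plus 3 SD, cut at about 26% in these data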;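 further: competitive labeling of PME-1 active site by serine hydrolase directed probe; 0% = PME-1 with DMSO and 100% = wells lacking PME-1 enzyme; inhibitors block probe labeling so polarization falls and inhibition rises; many of its hits are not listed in these tables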
Efflux pump inh: inhibitors of Candida efflux pumps in yeast, primary screen, S. cerevisiae, Nile Red, multiplex; S. cerevisiae Candida pump triplex; inhibition, % at 10 µM; 330,000 compounds, 0.44% hits;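 active means plate passing quality check with inhibition over a set limit, or well fluorescence over plate mean plus 4 SD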;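 further: Nile Red retained in pooled yeast measured as flow cytometry median fluorescence; 0% = buffer negative control and 100% = Enniatin B positive control; higher means more Nile Red kept so more efflux inhibition; some compounds called inactive have numbers as strong as hits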
Bcl-xL primary: inhibitors of human Bcl-xL, primary screen, biochemical, fluorescence polarization, HTS; Bcl-2-like protein 1 (Homo sapiens), Q07817; GST-Bcl-xL / FITC-Bim BH3 peptide fluorescence polarization; inhibition, % at 10.9 µM; 320,000 compounds, 0.7% hits; AID 2129, 2009;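 active means inhibition above the mean of all tested compounds plus 3 SD, cutoff set per campaign, cut at about 30% in these data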;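 further: 0% = DMSO wells and 100% = unlabeled Bim-BH3 peptide competitor; inhibitors lower millipolarization by displacing the labeled peptide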
GRK2 aptamer HTS: compounds blocking aptamer binding on GRK2 – biochemical, human GRK2, bead flow cytometry, HTS, primary screen; Beta-adrenergic receptor kinase 1 (Homo sapiens), P25098; FAM-aptamer displacement from GRK2; inhibition of aptamer binding, % at 10 µM; 330,000 compounds, 0.59% hits;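 active means inhibition of aptamer binding above 40%, roughly 3 SD of noise, on plates passing a quality check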;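 further: median bead fluorescence of bound FAM aptamer so fluorescent compounds give negative values; no value below 0 was filed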
Fam108B counter: mouse Fam108B serine hydrolase inhibitors, primary screen, counter-screen for RBBP9 inhibitor project, biochemical, fluorescence polarization | recombinant Fam108B, FP-Rh probe fluorescence polarization | inhibition, % at 9.51 µM | 300,000 compounds, 0.33% hits;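 active means inhibition above the screen mean inhibition plus 3 SD, computed separately per campaign, cut at about 18% in these data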;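 further: inhibitors lower polarization as less probe binds the enzyme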
GLD-1 TGE inh: GLD-1/TGE RNA complex disruptors, primary screen, biochemical, fluorescence polarization | AID 2280, 2010 | inhibition, % at 5.96 µM | 320,000 compounds, 0.44% hits | purified GLD-1 + fluorescein TGE RNA;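 active means percent inhibition above a per-plate cutoff, the plate mean of test compounds plus 3 SD, cut at about 30% in these data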;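 further: 0% = DMSO wells with GLD-1 and probe and 100% = wells lacking GLD-1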
VLA-4 inh: inhibition in human VLA-4 binding assay, primary screen, VLA-4 allosteric modulator project, MLPCN library, flow cytometry, VLA-4 expressing cells; Integrin alpha-4 (Homo sapiens), P13612; ligand binding flow cytometry; inhibition, % (about 7 µM as worked out from the volumes in the protocol); 330,000 compounds, 0.2% hits; in the data active means inhibition above about 50%
Target sequence (P13612 whole entry, looked up): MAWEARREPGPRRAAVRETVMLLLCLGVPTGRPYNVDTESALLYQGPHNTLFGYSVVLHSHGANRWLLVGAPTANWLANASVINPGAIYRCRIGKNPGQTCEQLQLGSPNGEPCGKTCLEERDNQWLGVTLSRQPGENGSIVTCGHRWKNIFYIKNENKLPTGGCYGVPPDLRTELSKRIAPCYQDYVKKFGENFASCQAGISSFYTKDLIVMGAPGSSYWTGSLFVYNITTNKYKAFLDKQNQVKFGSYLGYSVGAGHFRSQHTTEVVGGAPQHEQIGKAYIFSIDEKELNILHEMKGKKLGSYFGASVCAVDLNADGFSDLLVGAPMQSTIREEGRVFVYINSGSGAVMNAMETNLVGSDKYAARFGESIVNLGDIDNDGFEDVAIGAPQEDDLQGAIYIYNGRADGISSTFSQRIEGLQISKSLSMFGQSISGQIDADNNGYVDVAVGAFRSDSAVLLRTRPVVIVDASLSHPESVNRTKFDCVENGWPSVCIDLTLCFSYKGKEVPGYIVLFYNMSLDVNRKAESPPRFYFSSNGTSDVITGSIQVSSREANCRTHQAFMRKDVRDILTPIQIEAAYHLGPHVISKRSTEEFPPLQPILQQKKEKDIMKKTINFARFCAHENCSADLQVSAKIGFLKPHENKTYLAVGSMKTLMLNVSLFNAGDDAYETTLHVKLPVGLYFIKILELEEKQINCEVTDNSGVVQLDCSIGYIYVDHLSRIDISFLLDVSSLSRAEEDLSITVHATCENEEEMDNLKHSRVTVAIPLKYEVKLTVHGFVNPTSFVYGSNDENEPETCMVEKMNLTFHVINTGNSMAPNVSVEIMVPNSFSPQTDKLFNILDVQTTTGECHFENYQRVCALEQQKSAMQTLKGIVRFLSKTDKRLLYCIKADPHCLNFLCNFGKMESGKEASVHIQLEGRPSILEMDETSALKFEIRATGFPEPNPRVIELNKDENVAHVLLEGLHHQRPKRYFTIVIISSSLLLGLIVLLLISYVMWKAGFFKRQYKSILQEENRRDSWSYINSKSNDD
MEX-5 binding: MEX-5 zinc finger RNA-binding disruptors – biochemical, C. elegans, fluorescence polarization, MLPCN library, primary screen | 300,000 compounds, 0.38% hits | AID 1832, 2009 | MEX-5/FITC-TCR2 RNA binding; stronger effect = lower value | Zinc finger protein mex-5 (Caenorhabditis elegans), Q9XUB2 | activity score (negative = inhibition of binding), % at 10 µM;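 active means inhibition past about -25% in most replicates, and total fluorescence under double the plate's negative control median, limit read from the data; inconclusive means replicates evenly split on the limit, or fluorescence at least double controls; inactive means too little inhibition in most replicates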;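 further: 0% = DMSO and -100% = 5 µM competing unlabeled TCR2 RNA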
* = called active by the depositor; ? = inconclusive; . = not tested or not shown.

SMILES	MCL1 BIM primary	PME-1 primary	Efflux pump inh	Bcl-xL primary	GRK2 aptamer HTS	Fam108B counter	GLD-1 TGE inh	VLA-4 inh	MEX-5 binding
Cc1ccccc1NC(=O)CN1C(=O)COc2ccc(S(=O)(=O)N3CCCC3)cc21	8	-3	0.1	5	0	4	4	14	2.2
CCNc1cc(N2CCN(S(=O)(=O)c3ccc4c(c3)CCCC4)CC2)ccc1[N+](=O)[O-]	-11	-4	-0.1	-5	0	-4	4	16	1.3
CCN(CCn1cccn1)C(=O)CC1C(=O)NCCN1Cc1ccc(F)c(F)c1 (stereo not given)	6	0	0.3	4	0	0	16	5	-4.4
CCOc1cccc(=O)c2c(C)n(C)c(C)c12	28	4	0.1	26	0	9	40*	-8	-7.3
CCC(C)(C)NC(=O)Cn1c(=O)oc2cc(S(=O)(=O)N3CC(C)CC(C)C3)ccc21 (stereo not given)	0	-2	0.1	4	0	2	-1	-4	-1.4
CCCn1c(=O)c2ccccc2n2c(SCC(=O)c3ccc(CC)cc3)nnc12	-1	-6	0.0	-3	3	0	-4	11	-1.9
Cc1ccc(-n2c(-c3ccccc3)n[nH]c2=S)cc1	-21	-1	0.0	-12	0	0	4	5	0.5
CCOc1cc(/C=N/OC(C)=O)ccc1OCc1ccccc1	7	4	0.1	4	5	-1	4	8	-0.5
CC(NC(=O)CSc1nnc(CC(=O)Nc2ccc(Cl)c(Cl)c2)n1C)c1ccccc1 (stereo not given)	-17	-2	0.1	-9	0	-2	0	-7	-3.1
CCC(=O)Nc1ccc2nc(C)n(Cc3ccccc3Cl)c(=O)c2c1	-3	-7	0.1	0	2	-2	3	-9	0.1
CC(C)C(NC(=O)OCc1ccccc1)C(=O)NC(Cc1ccc(O)cc1)C(=O)O (stereo not given)	3	-4	-0.5	4	1	0	3	17	-0.8
C=CCNC(=O)/C(=C\C=C\c1ccccc1)NC(=O)c1ccc(OCCCC)cc1	-3	-8	0.1	-2	0	-3	-2	5	-1.6
Cc1ccc(S(=O)(=O)N(C)c2ccccc2)cc1	-1	2	0.0	4	0	6	2	5	-2.6
Clc1ccc(CSc2nnc(-c3ccccn3)n2Cc2ccco2)c(Cl)c1	-2	-3	-0.3	5	0	-2	0	-5	-2.0
CC(C)CNC(=O)CC(c1ccccc1)c1c(O)ccc2ccccc12 (stereo not given)	-1	5	0.0	1	1	1	0	2	-0.7
Cc1cccc(C(=O)N2CCN(c3ccc([N+](=O)[O-])c(N4CCOCC4)c3)CC2)c1	4	0	-0.1	-1	5	1	-3	-14	-1.8
COc1ccc(NC(=O)Nc2cc(C)ccc2OC)cc1	4	5	-0.1	2	2	1	-2	8	-0.8
COc1cc(NS(=O)(=O)c2ccc(NC(C)=O)cc2)nc(OC)n1	-10	1	0.1	4	6	-1	7	4	0.4
N#CCCN1CCn2c1nc1ccccc12	4	-3	0.0	5	0	3	2	16	-1.6
C=C(C)CC1Nc2ccccc2NC1CC(=C)C (stereo not given)	0	4	0.0	9	4	0	3	-27	-1.3

Structures listed so far printed as active in GLD-1 TGE inh:
| Compound | MCL1 BIM primary | PME-1 primary | Efflux pump inh | Bcl-xL primary | GRK2 aptamer HTS | GLD-1 TGE inh | VLA-4 inh | MEX-5 binding |
| --- | --- | --- | --- | --- | --- | --- | --- | --- |
| CCOc1cccc(=O)c2c(C)n(C)c(C)c12 | 28 | 4 | 0.1 | 26 | 0 | 40* | -8 | -7.3 |

Taken from above.
Fam108B counter result of CC(NC(=O)CSc1nnc(CC(=O)Nc2ccc(Cl)c(Cl)c2)n1C)c1ccccc1 (stereo not given) is entered as -2
MCL1 BIM primary result of CCCn1c(=O)c2ccccc2n2c(SCC(=O)c3ccc(CC)cc3)nnc12 is entered as -1
GRK2 aptamer HTS result of CCC(=O)Nc1ccc2nc(C)n(Cc3ccccc3Cl)c(=O)c2c1 is entered as 2
GLD-1 TGE inh result of COc1cc(NS(=O)(=O)c2ccc(NC(C)=O)cc2)nc(OC)n1 is entered as 7

Next section.
SMILES	MCL1 BIM primary	PME-1 primary	Efflux pump inh	Bcl-xL primary	GRK2 aptamer HTS	Fam108B counter	GLD-1 TGE inh	VLA-4 inh	MEX-5 binding
Cc1cccc(Nc2ccc(C(=O)N3CCOCC3)cn2)c1	-2	-2	0.0	-3	2	-2	0	-28	1.4
O=C(CSc1ccc2nnc(-c3cccnc3)n2n1)NCc1ccc2c(c1)OCO2	-7	-4	-0.1	-2	0	2	3	24	-0.9
CCCNC(=O)c1ccc2c(=O)c(O)c(-c3ccsc3)[nH]c2c1	6	13	-0.2	8	2	10	4	10	?
O=C(O)/C=C/C(=O)O	.	.	-0.1	.	2	.	4	12	.
O=[N+]([O-])c1cc(S(=O)(=O)C(F)(F)F)ccc1Sc1nc2ccccc2s1	5	-18	0.1	3	1	-7	1	22	-0.4
COc1c(-c2ccc([N+](=O)[O-])cc2[N+](=O)[O-])c(=O)n(C)c(=O)n1C	-4	8	0.0	2	12	-1	5	37	-2.3
CS(=O)(=O)c1nc(-c2ccco2)cc(C(F)(F)F)n1	0	2	0.5	2	0	-2	7	38	-0.1
COc1cc(CN2CCN(C(O)(c3ccccc3)c3ccccc3)CC2)cc(OC)c1OC	.	.	0.0	.	1	.	.	-6	0.9
Cn1cccc1C(=O)OCC(=O)NCCCc1ccccc1	.	.	0.2	.	0	.	6	2	.
COc1ccc(Cl)cc1NC(=O)CNCC(c1ccccc1)N(C)C (stereo not given)	11	7	-0.2	-1	1	8	-2	-2	.

2 compounds from above, showing only VLA-4 inh and Efflux pump inh:
molecule,VLA-4 inh,Efflux pump inh
COc1c(-c2ccc([N+](=O)[O-])cc2[N+](=O)[O-])c(=O)n(C)c(=O)n1C,37,0.0
CCCNC(=O)c1ccc2c(=O)c(O)c(-c3ccsc3)[nH]c2c1,10,-0.2

The results go on.
SMILES	MCL1 BIM primary	PME-1 primary	Efflux pump inh	Bcl-xL primary	GRK2 aptamer HTS	Fam108B counter	GLD-1 TGE inh	VLA-4 inh	MEX-5 binding
N#CC1=C2SCN(c3ccccc3)CN2C(=O)CC1c1ccccc1Cl (stereo not given)	-21	2	0.1	-21	1	-1	5	-10	7.5
CC(C)OC(=O)c1cc2ccccc2[nH]1	0	-2	-0.1	5	0	-2	-1	4	-1.9
Cc1ccc(S(=O)(=O)Nc2cccc(C(=O)NCC(c3ccc(F)cc3)N3CCOCC3)c2)cc1 (stereo not given)	.	.	0.2	.	0	.	0	-18	.
Cc1ccc(NS(=O)(=O)c2ccc3c(c2)oc(=O)n3C)cc1C	-10	-1	0.1	-2	0	3	0	1	-2.5
COC(=O)c1ccc(NC(=O)CCc2c(C)nc3ncnn3c2C)cc1	-3	-8	0.0	2	1	0	2	12	-0.4
Cc1nnc(NC(=O)CSc2nnc(Cc3cccn3C)n2-c2cccc(C(F)(F)F)c2)s1	3	0	0.1	2	0	2	-6	6	0.5
Cc1cnn(CCC(=O)NNC(=S)Nc2cccc(Cl)c2)c1	-3	6	0.1	-2	5	1	1	8	1.4
Cc1ccc(S(=O)(=O)NCCC(=O)N(C)Cc2cccs2)cc1	2	3	0.1	2	0	.	1	1	.
O=C(Nc1ccccc1)Nc1cnccn1	7	3	-4.0	2	1	0	4	-11	-0.3
CCCC1C(C(=O)OCC)=C(C)NC(C)=C1C(=O)OCC	2	-1	0.1	1	1	-2	0	13	2.6
Cc1c(C(=O)OCC(=O)NCCN2C(=O)CSC2=O)cccc1[N+](=O)[O-]	-4	0	-0.1	-4	0	.	4	1	.
CCC/C(O)=C1\C(=O)CCCC1=NCCCCCC(=O)O	2	0	-0.1	1	2	-1	3	-16	1.5
O=C(NCC1CCCO1)C(=Cc1cccc([N+](=O)[O-])c1)C(=O)NCC1CCCO1 (stereo not given)	-9	-2	0.0	-2	0	-4	-6	9	1.4
Nc1cccc2nsnc12	2	-2	0.0	6	0	0	9	18	0.1
C/C=C1\COC(C(=O)NCCCN2CCCC2=O)(C(F)(F)F)C=C1C=C(C)C (stereo not given)	11	4	0.0	8	1	-5	5	9	-1.3
CCOCCCNC(=O)C(c1ccc(Cl)cc1)N1CCC2(CC1)OCCO2 (stereo not given)	4	5	0.0	4	0	-1	1	-6	1.1
FC(F)Oc1ccc(NC(=S)NCc2ccccc2)cc1Cl	4	-6	0.1	4	0	-4	7	16	-3.3
COc1ccc(S(=O)(=O)N2CCCC2)cc1C(C)C	-1	7	0.0	0	1	-5	7	3	-1.1
O=C(Oc1ccc2c3c(c(=O)oc2c1)CCCC3)c1ccco1	5	0	0.1	-4	0	-3	-2	13	1.5
Cc1ccccc1NC(=O)CSc1nc(N)c2c3c(sc2n1)CSC(C)(C)C3	3	12	-0.2	4	2	4	-2	-1	1.5
O=C(CSc1cccc2cccnc12)OCC(=O)c1ccccc1	6	1	0.0	3	6	5	-3	-3	-1.3
CCc1nnc(SCC(=O)NCCC2=CCCCC2)nc1CC	4	2	-0.1	3	2	-1	-1	-9	-0.9
CC1CCCN(C(=O)CN(C)S(=O)(=O)c2ccc3c(c2)c(=O)n(C)c(=O)n3C)C1 (stereo not given)	8	4	0.1	2	0	-1	-7	0	-0.6
Cc1ccccc1Cc1c(C)nc2ncnn2c1C	-1	1	-0.1	1	0	-2	2	2	2.2
CN(Cc1ccccc1)c1ccc([N+](=O)[O-])cc1C(=O)O	4	1	0.2	5	4	-3	7	-2	-0.1
O=C(Nc1ccc(S(=O)(=O)N2CCOCC2)cc1)c1cccc(Br)c1	-4	-2	-0.1	-2	0	2	0	4	0.7
Cc1ccc(-n2c(C)nn(CC#N)c2=O)cc1	2	4	0.2	-3	1	-3	1	7	-1.9
Cc1cc(C)nc(N2CCCC(CCC(=O)NCc3ccc(F)c(F)c3)C2)n1 (stereo not given)	-2	2	0.1	-1	0	-2	-2	29	2.4
Cc1cc(NC(=O)CSc2nc3c(cc2C#N)CCCCC3)no1	2	7	0.1	1	2	3	6	-1	-0.4
CN(CCO)CCC(=O)NC1(C)CS(=O)(=O)CC1S(=O)(=O)O (stereo not given)	2	7	0.0	3	3	-3	3	6	-0.8
CCN(CC)CCn1c2c(c(SCC(=O)Nc3nc4ccccc4s3)nc1=O)CCCC2	-4	4	0.0	0	0	-4	-5	9	2.9

These rows are one share of the data. The share of hits here may be higher or lower than overall.
